# Screening data: PubChem BioAssay, several laboratories
# RmlCD inh mix = RmlC and RmlD coupled enzyme inhibitors, primary screen, biochemical, 384-well, compound mixtures, retest. RmlC/RmlD coupled enzyme inhibition, 384-well mixture HTS. inhibition, % at 5.5 µM. 110,000 tested, 0.39% active; in the data active = inhibition above about 30%, passing the limit was not always enough; note: strong numbers were not always called active
# HIV RNase H inh = HIV-1 RT RNase H inhibitors, primary screen, biochemical, fluorescence | RT-RNase H RNA/DNA duplex cleavage | inhibition, % at 10 µM | 65,000 tested, 1.9% active | AID 565, 2006; in the data active = inhibition above about 50%
# The depositor's hits bear a star; x = not tested or not shown. These rows are one share of the data; rates above refer to the full screens.
SMILES,RmlCD inh mix,HIV RNase H inh
O=C(c1ccccc1-c1nc2ccccc2[nH]1)N1CCCCC1,-3.8,4.4
COc1ccc(C[C@H]2CN3C(=NC[C@@H]3Cc3ccc(O)cc3)N2C[C@H](C)NC(=O)c2ccc(C)c(Br)c2)cc1,3.9,x
CC1CCN(C(C(=O)Nc2ccc(C(C)C)cc2)c2ccc3c(c2)OCO3)CC1 (centres undefined),4.0,x
Cc1ccc(C(=O)Nc2nccc(-c3cccs3)n2)cc1,-8.4,x
Clc1nc2ccccc2cc1-c1nnn(-c2ccccc2)n1,-34.0,x
CC(C)(C)N(C=C(Cl)Cl)C(=O)NC1CCCCC1,13.7,-4.1
c1ccc2c(c1)NC1(CCCCCC1)n1c-2nc2ccccc21,-10.2,x
CC(C)(C)C(=O)N1CCC(O)(CS(=O)(=O)Cc2ccc(Cl)cc2)CC1,-18.4,x
CSCCC(NC(=O)C1CCC(C)CC1)C(=O)O (centres undefined),41.2,4.6
Cc1ccc(Cl)cc1-n1c(=O)cc(N2CCN(C(=O)c3ccco3)CC2)[nH]c1=O,7.8,-0.8
CNC(=O)C1CC(=O)N(CCCc2ccccc2)C(=Nc2ccccc2)S1 (centres undefined),-4.6,x
Cc1ccc(N=Cc2c(O)n(C)c(=O)n(C)c2=O)nc1,6.5,5.4
Cc1ccc(Cl)cc1NC(=O)Cn1cc2c(n1)CCCC2,11.2,-26.9
Cc1sc2c(c1C)C(=O)NC(c1cccc(O)c1)N2 (centres undefined),-10.6,24.8
Cn1cccc1-c1nc2ccc(NC(=O)c3ccccc3)cc2[nH]1,3.1,-0.7
COc1ccc(NC(=O)CN2CCN(S(=O)(=O)c3ccc(Cl)cc3)CC2)cc1,-56.9,-12.7
O=C(CSC1=NCCS1)Nc1ccc(S(=O)(=O)N2CCCCCC2)cc1,12.0,-9.4
COc1ccccc1CNC(=O)CNCC1CCCO1 (centres undefined),3.3,-7.4
COc1cc(C2c3c(oc4ccc(Cl)cc4c3=O)C(=O)N2Cc2ccco2)cc(OC)c1OC (centres undefined),x,29.2
COc1ccc(OC)c(-c2cc(C(=O)N3CCN(c4ncccn4)CC3)c3ccccc3n2)c1,-8.4,4.9
CC(=O)Nc1ccc(OCC(=O)NC(C)C(C)C)cc1 (centres undefined),6.6,x
O=C(C1CCN(S(=O)(=O)N2CCOCC2)CC1)N1CCN(Cc2ccccc2)CC1,-4.9,2.6
Cc1nc2ccccn2c1C(=O)N/N=C/c1cc(C)n(-c2ccc(Br)cc2)c1C,-6.2,x
CC(C)CC(c1nnnn1C(C)C)N1CCN(c2ccccc2)CC1 (centres undefined),-9.2,x
CCC(=O)Nc1ccccc1N1CCN(S(C)(=O)=O)CC1,-12.8,-0.9
COc1ccc(NC(=O)c2cccc(NC(=O)c3ccco3)c2)c(OC)c1,-7.3,-2.6
C=CCc1c(C)nc(SCc2nc3ccccc3c(=O)[nH]2)[nH]c1=O,-6.1,3.4
CCO[C@@H]1OC(C(=O)NC2CC2)=C[C@H](c2ccccc2)[C@H]1CCCO,-10.3,x
Cc1[nH]ccc(=O)c1OCc1c(Cl)cccc1Cl,-11.7,x
COc1ccc2c(c1)C1C=CCC1C(c1cc3c(cc1Br)OCO3)N2 (centres undefined),-2.0,x
CCN1C(=O)N/C(=C/c2ccc(Sc3ccc(C)cc3)o2)C1=O,6.8,x
COCc1cc(C)nc(OCC(=O)N/N=C/c2cccc(OC)c2)c1C#N,-10.9,x
Cn1c(=O)c2c(nc(N3CCCCCC3)n2CC(O)COc2ccccc2)n(C)c1=O (centres undefined),2.9,3.6
CN1CCN(C(=O)c2ccc(C3SCC(=O)N3Cc3ccco3)cc2)CC1 (centres undefined),1.8,-4.6
O=C(COc1ccccc1)NCCc1cn2ccsc2n1,-10.2,-25.6
CCOC(=O)N1CCN(Cc2cc(=O)oc3cc4c(cc23)CCC4)CC1,9.1,-2.3
Cc1cc(-c2ccccc2)nc(N/N=C/c2ccco2)n1,-9.4,x
CCOC(=O)c1c(C)c(C(=O)NCCN2CCOCC2)c(C)n1CC,-4.4,-7.0
Cc1ccc(-c2cc3nc(-c4ccccc4)cc(N)n3n2)cc1,-14.8,x
CCc1ccc(C2CC(c3ccc(C)cc3)Nc3nc(N)nn32)cc1 (centres undefined),-8.4,5.2
CCCCCCCOc1ccc(OC(=O)c2cccnc2)cc1,7.7,x
COc1cccc(C(=O)N(Cc2ccc(N(C)C)cc2)C2CCS(=O)(=O)C2)c1 (centres undefined),-11.9,3.4
O=C(CN1C(=O)CSC1=O)Nc1ccc(C(=O)O)cc1,2.5,15.9
Cc1onc(-c2c(F)cccc2Cl)c1C(=O)Nc1nc2ccccc2[nH]1,3.2,x
COCCn1c(=O)[nH]c2cc(C(=O)NCCN3CCN(c4ccccc4F)CC3)ccc2c1=O,7.1,1.1
Cc1[nH]n(-c2cccc(Cl)c2)c(=O)c1/C=N/n1c(C)nc2ccccc2c1=O,-8.5,x
N#CC1=C2SCN(Cc3ccco3)CN2C(=O)CC1c1ccccc1F (centres undefined),-12.9,x
Cc1ccc(OCC(=O)NNC(=O)C(C)Sc2ncnc3sc(C)c(C)c23)cc1 (centres undefined),4.7,x
O=S1(=O)c2ccccc2N=NN1Cc1ccc(Cl)c(Cl)c1,-8.4,x
CCc1ccccc1NC(=O)N1C2CCCC1CC(NC(C)=O)C2 (centres undefined),1.2,-61.6

# Looked up above:
# CCc1ccccc1NC(=O)N1C2CCCC1CC(NC(C)=O)C2 (centres undefined) @ RmlCD inh mix = 1.2
# O=S1(=O)c2ccccc2N=NN1Cc1ccc(Cl)c(Cl)c1 @ RmlCD inh mix = -8.4

# Next section
SMILES,RmlCD inh mix,HIV RNase H inh
COC(=O)CSc1ncnc2c1cnn2Cc1ccccc1,6.0,-31.9
O=[N+]([O-])c1cccc(/C=C/c2nc3ccc([N+](=O)[O-])cc3[nH]2)c1,13.9,x
CCN1CCC(=NNC(=O)c2ccco2)CC1,1.2,x
CN1C(C(=O)NCc2cccc(C(F)(F)F)c2)CC2Cn3c(nc4cc5ccccc5cc43)C21 (centres undefined),-2.1,x
Cc1ccc(-c2nn(-c3ccccc3)cc2CSC(=N)N)cc1,-6.2,x
CCOC(=O)N1CCN(C(=O)CN(C2CCCCC2)S(=O)(=O)c2ccc(F)cc2)CC1,-0.8,1.2
O=C(O)CN1CCN(Cc2ccccc2Cl)C1=O,-9.7,6.1
CCS(=O)(=O)N1CCN(C(=O)c2cccc(OC)c2)CC1,0.6,3.8
CC(=O)c1cccc(N(CC(=O)N2CCCC2)S(C)(=O)=O)c1,10.8,-2.4
CC(=O)N1CCc2cc(S(=O)(=O)NCCN3CCC(C)CC3)ccc21,-3.3,-0.5
Cc1cc(OCCN2CC(C)OC(C)C2)ccc1[N+](=O)[O-] (centres undefined),8.7,x
Cc1ccccc1-c1ccc(C(=O)Nc2cccc(F)c2)o1,-30.2,x
CCCCC(=O)C1C(=O)NC(=O)NC1=O,-5.1,-7.3
COc1ccc(S(=O)(=O)N(C)CC(=O)N2CCN(C)CC2)cc1C,-19.3,-14.3
Cn1c(CNC(=O)c2ccco2)nnc1SCC(=O)N1c2ccccc2Sc2ccccc21,-3.4,-10.0
Cc1ccc(N/C(CSC(N)=O)=N\S(=O)(=O)c2ccc(C)cc2)cc1,-8.0,x
CC(C)(C)P(=O)(CO)c1ccccc1 (centres undefined),21.3,-1.0
CN(C)c1nc(N)nc(CSc2nnnn2-c2ccc(F)cc2)n1,8.7,x
COC(=O)c1ccc(Sc2ccccc2NS(=O)(=O)c2ccc(OC)cc2)nc1,-3.8,x
COc1ccc(OCC(O)CNC(=O)c2ccccc2C(=O)O)cc1 (centres undefined),-0.7,x
COc1ccc(N(C)C(=O)CC2(CC(=O)O)CCCCC2)cc1,9.7,-4.5
Cc1occc1C(=O)Nc1cc(=O)n(C)c(=O)n1C,-12.4,-1.8
CCOC(=O)CCSc1nnc(-c2cccnc2)n1-c1ccccc1OC,-17.6,-13.2
N#Cc1cc2c(nc1SCC(=O)Nc1sc3c(c1C#N)CCC3)CCCCC2,-8.9,66.2*
CCn1nnnc1-c1ccc(OC)c(S(=O)(=O)NCCc2ccccc2)c1,-15.1,-9.5
Cc1c(Cl)cccc1NC(=O)CN1CCC(NC(=O)C2CCCCC2)CC1,2.6,x
Cc1cccc(N(C(=O)c2csnn2)C(C(=O)NC(C)(C)C)c2cccs2)c1 (centres undefined),-1.9,x
COCCn1nnnc1CN(CCc1ccccc1)Cc1cc2ccc(C)cc2[nH]c1=O,-6.6,-8.2
CC(C(N)=O)N1C(=O)c2cccc3cccc1c23 (centres undefined),7.8,x
CN(C)c1cccc(NC(=O)CCc2ccccc2)c1,5.5,-3.4
Cc1cc(C)nc(SCc2nnc(SCC(=O)Nc3nccs3)n2Cc2ccco2)n1,19.2,-1.6
COc1ccc2oc(=O)c(C(=O)N3CCN(c4ccccc4C)CC3)cc2c1,4.2,1.6
CCC(=O)NC(=S)Nc1cccc(Cl)c1N1CCCCC1,20.6,x
CCCCC1=CC2=CC(=O)C(C)(OC(=O)CC)C(=O)C2=CN1CC(C)C (centres undefined),31.0,x
O=C(NCC(=O)N(CC1CCCO1)C(C(=O)NC1CCCC1)c1cccnc1)c1ccco1 (centres undefined),5.1,-12.9
Cc1sc2nc(C3CC3)nc(NCCNS(=O)(=O)c3ccccc3)c2c1C,4.2,x
CC(C)Cn1c2c(c(O)c(C(=O)Nc3ccc(F)cc3)c1=O)CCCC2,-22.9,6.6
Cc1ccc(CNc2ncnc3c2cnn3-c2ccccc2)cc1,-2.2,8.1
COC(=O)CSc1nnc(CNC(=O)c2ccc(OC)cc2OC)n1C,-8.0,-11.7
Brc1ccc(CN2CCSCC2)cc1,6.9,x
C=CCn1c(SCC(=O)/C(C#N)=C(\C)N)nnc1C1CCCCC1,-4.2,-5.7
C=CCn1c(SCCOC)nc2c1c(=O)[nH]c(=O)n2C,6.3,46.0
COc1ccc(CCNc2oc(COc3ccccc3Cl)nc2C#N)cc1OC,9.5,-51.9
CCc1ccc(NC(=O)c2cc(-c3ccco3)on2)cc1,4.1,4.8
CC(=O)CSc1nnc(Cc2ccc([N+](=O)[O-])cc2)o1,-9.7,x
Cn1nnnc1SCc1nnc(-c2ccccc2Br)o1,-12.8,x
CCC(=NCC1CCCO1)c1c(O)n(-c2ccc(Cl)cc2)c(=O)[nH]c1=O (centres undefined),-264.1,-3.8
C=CCNc1cnn(CC(C)=O)c(=O)c1Br,4.0,x
Cc1[nH]c2ccccc2c1C1(O)C(=O)N(Cc2ccc3c(c2)OCO3)c2ccccc21 (centres undefined),x,-4.4
CC1CCN(CCc2nc3cc(NS(=O)(=O)c4ccccc4)ccc3n2C)CC1,0.2,7.1
# Other records follow.
SMILES,RmlCD inh mix,HIV RNase H inh
Cc1onc(-c2ccccc2Cl)c1C(=O)Nc1nnc(-c2ccc(F)cc2)s1,2.8,0.4
N#CCCCSC1=C(C#N)C(c2ccccc2Cl)CC(=O)N1 (centres undefined),2.7,-17.2
CCN(CC)S(=O)(=O)c1cccc(-c2nnc(SCC(=O)NC3CCCC3)n2N)c1,-7.5,x
COc1cc(NC(=O)c2cccc(Cl)c2)c(OC)cc1NC(=O)CN1CCOCC1,-5.9,-2.2
CCOc1ccc(NC(=O)c2cccc(-n3cnnn3)c2)cc1,-14.5,-0.2
CN1C2C=C3C(C#N)=C(N)C(C#N)(C#N)[C@@H](c4ccc(Cl)cc4)[C@@H]3C1CC2 (some centres undefined),7.2,2.8
Cn1c(=O)oc2cc(S(=O)(=O)N3CCC(C(=O)N4CC=C(c5ccccc5)CC4)CC3)ccc21,6.6,-6.5
O=C(NCc1ccc2c(c1)OCO2)c1cc(S(=O)(=O)N2CCCCC2)ccc1F,8.0,9.3
Brc1ccc(-c2nnc(-c3cccc(Br)c3)o2)cc1,2.2,x
CC(C)c1ccc(-c2nn[nH]n2)cc1,31.6,-3.5
CN(c1nc(-c2ccccc2)cs1)C1CCS(=O)(=O)C1 (centres undefined),-13.0,-4.5
O=C(O)CCCCCNC(=O)Nc1ccc2c(c1)OCCO2,5.4,x
Oc1c(CN2CCN(c3ccccn3)CC2)cc(Cl)c2cccnc12,-26.7,14.2
COc1ccc(-n2c(=S)[nH]c3cc(C(=O)NCc4ccco4)ccc3c2=O)c(OC)c1,11.6,x
O=C(NC1CCCCC1)C(c1ccc(F)cc1)N(C(=O)c1cccs1)c1ccc2c(c1)OCO2 (centres undefined),0.7,x

# Grouped by structure, the compounds so far containing a furan ring, fused or not.
SMILES,RmlCD inh mix,HIV RNase H inh
Cc1ccc(Cl)cc1-n1c(=O)cc(N2CCN(C(=O)c3ccco3)CC2)[nH]c1=O,7.8,-0.8
COc1cc(C2c3c(oc4ccc(Cl)cc4c3=O)C(=O)N2Cc2ccco2)cc(OC)c1OC (centres undefined),x,29.2
COc1ccc(NC(=O)c2cccc(NC(=O)c3ccco3)c2)c(OC)c1,-7.3,-2.6
CCN1C(=O)N/C(=C/c2ccc(Sc3ccc(C)cc3)o2)C1=O,6.8,x
CN1CCN(C(=O)c2ccc(C3SCC(=O)N3Cc3ccco3)cc2)CC1 (centres undefined),1.8,-4.6
Cc1cc(-c2ccccc2)nc(N/N=C/c2ccco2)n1,-9.4,x
N#CC1=C2SCN(Cc3ccco3)CN2C(=O)CC1c1ccccc1F (centres undefined),-12.9,x
CCN1CCC(=NNC(=O)c2ccco2)CC1,1.2,x
Cc1ccccc1-c1ccc(C(=O)Nc2cccc(F)c2)o1,-30.2,x
Cn1c(CNC(=O)c2ccco2)nnc1SCC(=O)N1c2ccccc2Sc2ccccc21,-3.4,-10.0
Cc1occc1C(=O)Nc1cc(=O)n(C)c(=O)n1C,-12.4,-1.8
Cc1cc(C)nc(SCc2nnc(SCC(=O)Nc3nccs3)n2Cc2ccco2)n1,19.2,-1.6
O=C(NCC(=O)N(CC1CCCO1)C(C(=O)NC1CCCC1)c1cccnc1)c1ccco1 (centres undefined),5.1,-12.9
CCc1ccc(NC(=O)c2cc(-c3ccco3)on2)cc1,4.1,4.8
COc1ccc(-n2c(=S)[nH]c3cc(C(=O)NCc4ccco4)ccc3c2=O)c(OC)c1,11.6,x
